# Screening data: PubChem BioAssay, Johns Hopkins Ion Channel Center
# KCNQ1 block: human KCNQ1 channel inhibition; hit rate 1.3% among 310,000; B-score at 10 µM; CHO-K1 KCNQ1, FluxOR thallium flux fluorescence; stronger effect = higher value;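 active = compounds whose thallium flux B-score, printed positive for inhibition, exceeds three library SD while starting fluorescence stays within three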;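 also: channel opened by potassium depolarization with thallium stimulus after 20 min compound exposure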
# Target sequence (P51787 whole entry, looked up): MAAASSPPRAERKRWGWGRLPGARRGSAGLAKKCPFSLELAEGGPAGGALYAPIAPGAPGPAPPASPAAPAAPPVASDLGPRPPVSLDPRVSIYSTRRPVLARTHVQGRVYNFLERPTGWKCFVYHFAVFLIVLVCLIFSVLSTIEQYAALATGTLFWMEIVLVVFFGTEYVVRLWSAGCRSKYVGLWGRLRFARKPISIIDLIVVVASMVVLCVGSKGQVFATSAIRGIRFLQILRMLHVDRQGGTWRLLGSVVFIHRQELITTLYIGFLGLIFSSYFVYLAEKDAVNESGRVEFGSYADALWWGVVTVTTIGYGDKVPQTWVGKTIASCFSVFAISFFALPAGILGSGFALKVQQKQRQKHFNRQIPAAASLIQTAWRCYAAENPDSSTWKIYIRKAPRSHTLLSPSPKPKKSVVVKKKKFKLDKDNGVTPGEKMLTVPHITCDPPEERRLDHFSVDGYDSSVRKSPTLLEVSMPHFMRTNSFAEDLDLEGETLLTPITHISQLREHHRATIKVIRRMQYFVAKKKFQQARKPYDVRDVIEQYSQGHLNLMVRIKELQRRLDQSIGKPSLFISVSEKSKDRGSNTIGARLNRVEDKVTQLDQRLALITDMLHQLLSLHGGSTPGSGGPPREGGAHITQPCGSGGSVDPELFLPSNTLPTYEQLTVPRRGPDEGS
# RGS4 block: human RGS4 inhibition. P49798. HEK293 M3R/RGS4 inducible, Fluo-4 calcium flux; stronger effect = higher value; triggered by carbachol at its EC20. B-score at 10 µM. hit rate 0.45% among 310,000;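 active = B-score, a plate-corrected calcium signal, over three deviations above library mean, with baseline fluorescence within five deviations of library mean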;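 also: RGS4 expression induced by doxycycline in cells with stable M3 receptor; B-score is computed from the integrated fluorescence ratio over baseline after carbachol; higher B-score means a larger calcium signal and so more RGS4 inhibition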
# KCNK3 inh: human KCNK3 channel inhibition, primary screen; AID 602410; B-score at 10 µM; CHO-KCNK3 thallium flux, FluxOR fluorescence; stronger effect = lower value; O14649; hit rate 0.84% among 340,000;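 active = B-score under library mean minus 4 SD, starting fluorescence ratio at most library mean plus 5 SD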;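 also: more negative B-score means stronger inhibition of thallium flux through KCNK3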
# Target sequence (O14649 whole entry, looked up): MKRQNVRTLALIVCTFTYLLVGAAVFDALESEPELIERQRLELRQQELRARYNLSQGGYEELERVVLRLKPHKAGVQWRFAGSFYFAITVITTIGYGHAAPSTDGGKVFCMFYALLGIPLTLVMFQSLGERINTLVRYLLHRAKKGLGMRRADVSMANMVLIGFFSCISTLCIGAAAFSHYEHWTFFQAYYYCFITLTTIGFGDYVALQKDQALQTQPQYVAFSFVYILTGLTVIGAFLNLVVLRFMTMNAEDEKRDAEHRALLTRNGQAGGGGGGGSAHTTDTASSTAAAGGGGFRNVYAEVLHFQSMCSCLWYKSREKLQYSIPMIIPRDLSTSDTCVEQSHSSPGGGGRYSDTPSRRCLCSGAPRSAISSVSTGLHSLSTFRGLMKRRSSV
# TMEM16A act: mouse TMEM16A channel activation, primary screen. B-score at 10 µM. hit rate 0.3% among 340,000. AID 623877. HEK293 TMEM16A/YFP-H148Q/I152L, iodide quench fluorescence; stronger effect = lower value;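 active = fluorescence-ratio B-score plate-corrected deviation score at least 3 library SD below zero, with starting fluorescence score within 5 deviations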;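 also: channel opened by trigger with iodide after compound preincubation; score built on the fluorescence ratio of max minus min over baseline; more negative score means more quench and so TMEM16A activation or potentiation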
# KCNQ1 act: human KCNQ1 channel potentiation or activation. AID 2648. B-score at 10 µM. CHO-K1 KCNQ1, thallium flux FluxOR fluorescence; stronger effect = higher value. hit rate 0.35% among 310,000;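 active = fluorescence ratio B-score, a plate-corrected score, at least three library SD, with initial intensity B-score within 5 SD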
#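 Assay system: CHO-K1 cells stably expressing KCNQ1; Medium: assay buffer with matched DMSO; Also added: K+/Tl+ depolarizing stimulus; Dosing: single dose; Timing: dye 90 min, compound 20 min, room temperature; Measured by: kinetic FluxOR thallium fluorescence, 10-s 1-Hz baseline, 110-s post-stimulus read; Read-out: peak-minus-minimum fluorescence over initial fluorescence, negative-control normalized, B-scored.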
# MrgX1 allo act: human MrgX1 positive allosteric modulation, primary screen; hit rate 0.63% among 310,000; Q96LB2; B-score at 10 µM; MrgX1-HEK293, Fluo-4 calcium flux, FDSS; stronger effect = higher value;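 active = plate-corrected calcium response at least 3 library SD above typical, normal starting fluorescence, not activating the receptor alone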;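 also: compound read alongside a low EC10 to EC30 dose of BAM8-22 agonist; peak minus trough fluorescence over baseline measured at the second addition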
# TMEM16A inh: inhibitors of mouse TMEM16A calcium-activated chloride channel; normalized B-score (activity score, 25-100; higher = stronger inhibition) at 10 µM; HEK293 TMEM16A/YFP iodide influx fluorescence, ionomycin; hit rate 1.2% among 310,000; Q8BHY3;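 active = ratio plate-corrected score three or more library SD toward inhibition, starting fluorescence score within five deviations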;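 also: score derived from kinetic fluorescence span divided by baseline fluorescence per well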
# MrgX1 ag: activates human MrgX1 receptor signaling; Q96LB2; MrgX1-HEK293 cells, Fluo-4 calcium fluorescence, agonist mode; stronger effect = higher value; B-score at 10 µM; hit rate 0.44% among 310,000;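 active = calcium response B-score plate-corrected fluorescence ratio at least 3 library SD, with starting fluorescence B-score inside 5 SD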
#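 Material: HEK293 cells stably expressing human MrgX1 receptor | Quantity: 15,000 cells per well | Times: Cells plated overnight, dye loaded 0.5 h 37 °C, 0.5 h room temperature | Measured by: Kinetic Fluo-4 NW fluorescence of intracellular calcium | Control set: Positive and negative controls per plate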
# RGS4 pot: potentiators or activators of RGS4; HEK293 M3R/inducible RGS4, carbachol calcium flux Fluo4; stronger effect = lower value; B-score at 10 µM; AID 463111; hit rate 0.92% among 310,000;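 active = B-score of the integrated calcium signal more than 4 SD below the library mean, with starting fluorescence not abnormally high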;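 also: negative B-score means reduced calcium response which marks RGS4 activation or potentiation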
#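 Assay system: HEK293 FlpIn-TREx cells, stable M3R, doxycycline-inducible RGS4 / Probe or stimulus: carbachol, ECmax concentration / Times: overnight RGS4 induction, 30 min dye load 37 °C, 20 min compound RT / Signal: kinetic calcium fluorescence imaging with Fluo4-AM dye, 2 µM / Measure: Agonist-evoked peak-minus-minimum fluorescence over baseline, integrated ratio, B score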
# hERG rescue: compounds protecting human hERG from proarrhythmic drug block. CHO-hERG, FluxOR thallium flux, dofetilide IC70 present. activation (rescue from dofetilide block), less the hit threshold, % at 10 µM. hit rate 0.51% among 310,000;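 active = activation above the mean of controls blocked by dofetilide plus 5 SD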;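 also: thallium influx through hERG after potassium depolarization seen as dye fluorescence rise; in these data hits start at about 4.7%; inactives centre near -7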
# KCNK9 block: inhibitors of human KCNK9 two-pore domain potassium channel; hit rate 1.2% among 310,000; Q9NPC2; HEK293 KCNK9, FluxOR thallium flux fluorescence; stronger effect = lower value; B-score at 10 µM; AID 488922;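 active = ratio B-score over 3 SD below the library mean, with starting fluorescence within 5 SD of its mean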;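 also: negative B-score means less thallium flux so channel inhibition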
# Active calls of the source: *; i = inactive; . = not tested or not shown. No enrichment for hits; about 6.3% have a hit in one of these screens.
SMILES,KCNQ1 block,RGS4 block,KCNK3 inh,TMEM16A act,KCNQ1 act,MrgX1 allo act,TMEM16A inh,MrgX1 ag,RGS4 pot,hERG rescue,KCNK9 block
CCN(CC)S(=O)(=O)c1cccc(-c2n[nH]c(=S)n2CC(C)C)c1,i,i,i,i,i,i,i,i,i,-21.6,i
COc1cc(C(=O)NCC(c2cccs2)N(C)C)cc(Cl)c1OC(C)C (centres undefined),i,i,i,i,i,i,i,i,i,-7.0,i
CCC(C)N(C(=O)Cn1c(Cl)nc2c1c(=O)n(C)c(=O)n2C)C1CCS(=O)(=O)C1 (centres undefined),i,i,i,i,i,i,i,i,i,-12.5,i
CC(O)(CS(=O)(=O)Cc1cccc(C(F)(F)F)c1)C(=O)Nc1cccc(C(F)(F)F)c1 (centres undefined),i,i,i,i,i,i,i,i,i,-6.8,i
CC1CCCN(S(=O)(=O)c2ccc(NC(=O)C3CC(=O)N(C(C)(C)C)C3)cc2)C1 (centres undefined),i,i,i,i,i,i,i,i,i,-9.2,i
O=C(CSc1nnc2ccccn12)Nc1ncc(Cl)cc1Cl,i,i,i,i,i,i,i,i,i,-6.4,i
Cn1ccc(C(=O)N/N=C/c2c[nH]c3ccccc23)n1,i,i,i,i,i,i,i,i,i,-2.9,i
Cc1cc(=O)[nH]c(SCC(=O)c2ccc3c(c2)NC(=O)CO3)n1,i,i,i,i,i,i,i,i,i,-13.4,i
COC(=O)Cc1c(O)ccn(Cc2ccc(OC)c(OC)c2)c1=O,i,i,i,i,i,i,i,i,i,-8.9,i
COc1cc2c(cc1OC)C(c1ccc(OC)c(OC)c1OC)CC(=O)N2 (centres undefined),i,i,i,i,i,i,i,i,i,-1.9,i
CCOCCCn1c(=NC(C)=O)c(C#N)cc2c(=O)n3ccccc3nc21,i,i,i,i,i,i,i,i,i,-6.5,i
O=C(COC(=O)c1ccco1)c1ccc(Cl)cc1,i,i,i,i,i,i,i,i,i,-5.4,i
O=C(c1ccccc1)C(O)(Cc1ccccc1)c1ccccc1 (centres undefined),i,i,i,i,i,i,i,i,i,-14.1,i
C#Cc1cccc(C(=O)NC2CCCN(C3Cc4ccccc4C3)C2)c1 (centres undefined),i,i,i,i,i,i,i,i,i,-9.2,i
COc1ccc(C2=NOC(C(=O)NCc3ccc(F)cc3)C2)cc1 (centres undefined),i,i,i,i,i,i,i,i,i,-9.1,i
COc1ccc(NC(=O)Nc2ccc(Br)c(C)c2)cc1,i,i,i,i,i,i,i,i,i,-20.3,i
COc1cc(OC)cc(C(=O)Nc2ccc(CN3CCCCC3)cc2)c1,i,i,i,i,i,i,i,i,i,-7.0,i
CCOCCCNC(=S)N1CCCN(c2nc3cc(C)ccc3cc2C#N)CC1,i,i,i,i,i,i,i,i,i,-12.4,i
COc1ccc(NS(=O)(=O)c2cc(C(=O)OC(C)C(=O)N3CCOCC3)ccc2Cl)cc1 (centres undefined),i,i,i,i,i,i,i,i,i,-13.4,i
O=C(O)c1c(Cl)c(Cl)c(Cl)c(Cl)c1C(=O)N1CCCC1,i,i,i,i,i,i,i,i,i,-10.9,i
CCC(=O)c1ccccc1OCCCN1CCC(Cc2ccccc2)CC1,i,i,-10.1*,i,i,i,i,i,i,-17.4,i
CC(=O)c1cccc(NS(=O)(=O)c2ccc(C(=O)Nc3ccccc3)cc2)c1,i,i,i,i,i,i,i,i,i,-6.3,i
COc1ccccc1CNC(=O)C1CCC(=O)N(CCCN2CCCC2=O)C1 (centres undefined),i,i,i,i,i,i,i,i,i,-11.0,i
COc1ccc(S(=O)(=O)NCc2ccco2)cc1C(=O)N1CCCCC1,i,i,i,i,i,i,i,i,i,-9.2,i
Cc1cc(C)c2cc(CN(Cc3cccnc3)C(=O)c3ccc(F)cc3)c(Cl)nc2c1,i,i,i,i,i,i,i,i,i,-10.8,i
Cc1nn(CC(=O)Nc2ccc(N(C)C)cc2)c(C)c1[N+](=O)[O-],i,i,i,i,i,i,i,i,i,-3.8,i
N#CC(c1ccc(Cl)cc1)c1cccc(Cl)n1 (centres undefined),i,i,i,i,i,i,i,i,i,-10.8,i
CC(=O)NC12CC3CC(C1)CC(C(=O)OCC(=O)Nc1ncc(Cl)cc1Cl)(C3)C2,i,i,i,i,i,i,i,i,i,-15.5,i
COc1cc(C(=O)N2CCC(NC(=O)C(Cc3ccc(C(C)C)cc3)NC(C)=O)CC2)cc(OC)c1OC (centres undefined),i,i,i,i,i,i,i,i,i,-11.2,i
Cc1ccc(S(=O)(=O)CC(=O)c2ccc(C)c([N+](=O)[O-])c2)cc1,i,i,i,i,i,i,i,i,i,-6.1,i
COc1ccc(C2Nc3ccccc3C(=O)N2NS(=O)(=O)c2ccccc2)c(OC)c1 (centres undefined),i,i,i,i,i,i,i,i,i,-14.7,i
CCOc1ccc2c(c1)c1nnc(SCC3CCCO3)nc1n2C (centres undefined),i,i,i,i,i,i,i,i,i,-20.2,i
COc1c(Cl)cc(-c2noc(C)c2C(=O)NCCc2ccc(C)cc2)cc1Cl,i,i,i,i,i,i,i,i,i,-5.2,i
Cc1ccccc1NS(=O)(=O)c1cc2c(cc1C)NC(=O)CO2,i,i,i,i,i,i,i,i,i,-9.7,i
COc1ccc(/C(O)=C2/C(=O)C(=O)N(c3ccccn3)C2c2ccc(OC)cc2)cc1 (centres undefined),i,i,i,.,i,.,.,.,i,-11.8,i
COCCNC(=S)N(CCO)Cc1cc2cc3c(cc2[nH]c1=O)OCO3,i,i,i,i,i,i,i,i,i,-2.5,i
S=C(c1ccc(-c2ccccc2)cc1)N1CCOCC1,i,i,i,i,i,i,i,i,i,-12.7,i
Cn1cccc1Cc1nnc(SCC(=O)NCc2ccccc2Cl)n1-c1ccc(F)cc1,i,i,i,i,i,i,i,i,i,-13.1,i
C/C(CCc1ccccc1)=N\NC(=O)c1ccc(CN2CCOCC2)cc1,i,i,i,i,i,i,i,i,i,-0.6,i
Cc1cc(C)cc(N(CC(=O)NCc2ccco2)C(=O)c2snc(C(N)=O)c2N)c1,i,i,i,i,i,i,i,i,i,-0.8,i
CC(=O)N1CC(C)Sc2ccc(S(=O)(=O)NC3CCCCC3C)cc21 (centres undefined),i,i,i,i,i,i,i,i,i,-5.6,i
O=C(c1ccccc1)N1N=C(c2ccccc2)CC1c1cccs1 (centres undefined),i,i,i,i,i,i,i,i,i,-5.0,i
O=C(CSc1cccc2cccnc12)N1CCCC1,i,i,i,i,i,i,i,i,i,-4.6,i
CSc1cccc(NC(C)C(=O)NCc2ccccc2)c1 (centres undefined),i,i,i,i,i,i,i,i,i,-3.8,i
Cn1ccnc1SCC(=O)Nc1cc(F)ccc1F,i,i,i,i,i,i,i,i,i,-4.0,i
Cc1cccc(NC(=O)CN2C(=O)COc3ccc(Cl)cc32)c1,i,i,i,i,i,i,i,i,i,-7.9,i
COCCN(C(=O)CSc1nnc2cc(C)c3ccccc3n12)c1c(N)n(Cc2ccccc2)c(=O)[nH]c1=O,i,i,i,i,i,i,i,i,i,-3.6,i
Cc1c(N(C(=O)c2ccccn2)C2(C(=O)NC3CCCC3)CCCCC2)c(=O)n(-c2ccccc2)n1C,i,i,i,i,i,i,i,i,i,-2.0,i
CC(OC(=O)CC1CC2CCC1C2)C(=O)Nc1cccc(S(=O)(=O)N2CCOCC2)c1 (centres undefined),i,i,i,i,i,i,i,i,i,-18.2,i
Cc1ccc(N2CC(C(=O)Nc3ccc(S(=O)(=O)Nc4ncccn4)cc3)CC2=O)cc1C (centres undefined),i,i,i,i,i,i,i,i,i,-4.8,i
CN(C)CCN(Cc1ccc(Cl)cc1)c1ccccn1,i,i,i,i,i,i,i,i,i,-6.1,i
O=C(N/N=C/c1cccnc1)c1ccco1,i,i,i,i,i,i,i,i,i,-0.1,i
CCOC(=O)c1c(C)[nH]c(N=Nc2cccc(OC)c2)c1C,i,i,i,i,i,i,i,i,i,-19.4,-11.6*
CCOC(=O)C1CCN(S(=O)(=O)c2c(C)n(C)c(=O)n(C)c2=O)CC1,i,i,i,i,i,i,i,i,i,-4.7,i
NC(=O)c1nsc(C(=O)N(Cc2ccco2)C(C(=O)NCc2ccccc2)c2ccc(O)cc2)c1N (centres undefined),i,i,i,i,i,i,i,i,i,-17.2,i
Cc1ccc(OCC(=O)Nc2c3c(nn2C(C)(C)C)CS(=O)(=O)C3)cc1,i,i,i,i,i,i,i,i,i,-13.6,i
CCc1ccc(NC(=O)CCC(=O)c2ccccc2)cc1,i,i,i,i,i,i,i,i,i,-1.8,i
COc1ccc(NC(=O)c2ccc3snnc3c2)cc1,i,i,i,i,i,i,i,i,i,-6.4,i
Cc1ccc(Cn2c(S(=O)(=O)O)nc3ccccc32)cc1,i,i,i,i,i,i,i,i,i,-5.5,i
COc1ccc(C(=O)N2CCCC(N3CCN(c4ccccc4OC)CC3)C2)c(OC)n1 (centres undefined),i,i,i,i,i,i,i,i,i,-4.5,i
# Next part
SMILES,KCNQ1 block,RGS4 block,KCNK3 inh,TMEM16A act,KCNQ1 act,MrgX1 allo act,TMEM16A inh,MrgX1 ag,RGS4 pot,hERG rescue,KCNK9 block
COc1ccc(S(=O)(=O)Nc2ccc(NC(C)=O)cc2)cc1,i,i,i,i,i,i,i,i,i,-7.6,i
CCOc1ccccc1OCC(=O)Nc1cccc(S(=O)(=O)N2CCCCCC2)c1,i,i,i,i,i,i,i,i,i,-16.8,i
O=C(Cc1ccc(Cl)cc1Cl)OCC(=O)N1CCN(C(=O)c2ccco2)CC1,i,i,i,i,i,i,i,28.7*,i,-2.0,i
O=C(c1ccco1)N1CCN(C(c2cccs2)c2sc3ncnn3c2O)CC1 (centres undefined),i,i,i,i,i,i,i,i,i,-13.3,i
